Screens: PubChem, Broad Institute
STK33 inh = STK33 kinase inhibitors, primary screen, biochemical, luminescence, ADP-Glo, MBP substrate. AID 2322, 2010. 27,000 tested, 0.44% active. Serine/threonine-protein kinase 33 (Homo sapiens), Q9BYT3. inhibition, % at 12.5 µM; in the data active = inhibition above about 20%; inconclusive = no clear call, values can overlap the other calls
Target sequence (Q9BYT3 whole entry, looked up): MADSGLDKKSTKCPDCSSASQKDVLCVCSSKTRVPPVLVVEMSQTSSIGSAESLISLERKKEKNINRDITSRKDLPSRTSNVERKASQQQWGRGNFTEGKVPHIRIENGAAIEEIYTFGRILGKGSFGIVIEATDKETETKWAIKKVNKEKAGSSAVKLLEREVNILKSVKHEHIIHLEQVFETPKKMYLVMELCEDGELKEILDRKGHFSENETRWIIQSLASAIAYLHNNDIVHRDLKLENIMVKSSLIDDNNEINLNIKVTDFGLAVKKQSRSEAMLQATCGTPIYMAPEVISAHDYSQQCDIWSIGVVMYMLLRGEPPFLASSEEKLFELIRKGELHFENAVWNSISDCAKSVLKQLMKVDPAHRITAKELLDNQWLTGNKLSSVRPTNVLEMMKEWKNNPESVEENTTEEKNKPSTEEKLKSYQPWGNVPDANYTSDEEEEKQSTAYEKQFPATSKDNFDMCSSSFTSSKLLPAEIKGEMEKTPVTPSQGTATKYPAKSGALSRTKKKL
p53 PUMA act = mutant p53 pathway re-activators, primary screen, cell-based, SW480, luciferase, single point, HTS. SW480 PUMA-promoter luciferase, p53 mutant reactivation. activation, % at 9.98 µM. 28,000 tested, 1.5% active. AID 624151, 2012; in the data active = activation above about 52%; inconclusive = no clear call, values can overlap the other calls
The depositor's hits bear a star. A portion of the library. The share of hits here may be higher or lower than overall.

What do the screens show for `Cc1ccc(S(=O)(=O)N(C)C[C@H]2Oc3ccc(NS(=O)(=O)c4cccs4)cc3CC(=O)N([C@@H](C)CO)C[C@@H]2C)cc1`?
STK33 inh: 2.4

Results for C[C@H](CO)N1C[C@H](C)[C@@H](CN(C)C(=O)Nc2ccccc2F)OCc2cnnn2CCCC1=O ?
STK33 inh: -1.3; p53 PUMA act: 11.2

Results for CCOc1ccc(OCC(=O)Nc2cc(C)c(Cl)cc2OC)cc1 ?
STK33 inh: -0.4; p53 PUMA act: 8.2

What do the screens show for `O=C(/C=C/c1ccccc1)CC(O)CCc1ccccc1` (configuration not stated)?
STK33 inh: -5.1; p53 PUMA act: 11.3

Results for C[C@H](NC(=O)C[C@@H]1C[C@@H]2c3cc(NC(=O)CC4CC4)ccc3O[C@@H]2[C@@H](CO)O1)c1ccccc1 ?
p53 PUMA act: -0.5

Results for C[C@@H]1CN([C@@H](C)CO)C(=O)c2cc(C#CCN(C)C)cnc2O[C@@H]1CN(C)S(C)(=O)=O ?
p53 PUMA act: 3.2

How did COCCOC(=O)N1C(=O)[C@@]2(c3cc(C#CCCO)ccc31)[C@H](C(=O)N1CCN(c3ncccn3)CC1)[C@H]1C(=O)O[C@H](c3ccccc3)[C@H](c3ccccc3)N1[C@@H]2c1ccccc1OCCO do in these assays?
STK33 inh: 10.7

What do the screens show for `COc1ccc(S(=O)(=O)Nc2cccc3c2O[C@H](CN(C)S(=O)(=O)c2cccs2)[C@@H](C)CN([C@@H](C)CO)C3=O)cc1`?
p53 PUMA act: 0.5

What do the screens show for `O=S(=O)(c1ccccc1)n1ccc(-c2ccc(C#Cc3ccccc3)cc2)n1`?
p53 PUMA act: 12.9

Results for COc1ccc(N(C(=O)c2cccnc2)S(=O)(=O)c2cccs2)cc1 ?
STK33 inh: 3.8; p53 PUMA act: 8.7

Reprinted from the part before: two compounds, then new ones.
What do the screens show for `O=S(=O)(c1ccccc1)n1ccc(-c2ccc(C#Cc3ccccc3)cc2)n1`?
p53 PUMA act: 12.9

Results for COc1ccc(N(C(=O)c2cccnc2)S(=O)(=O)c2cccs2)cc1 ?
STK33 inh: 3.8; p53 PUMA act: 8.7

Results for CNC[C@H]1Oc2ccc(NC(=O)NC3CCCCC3)cc2CC(=O)N([C@@H](C)CO)C[C@H]1C ?
STK33 inh: 0.2

How did C[C@@H]1CN([C@H](C)CO)C(=O)c2cc(NC(=O)NC3CCCCC3)ccc2O[C@H]1CN(C)Cc1ccc(Oc2ccccc2)cc1 do in these assays?
STK33 inh: 0.4

What do the screens show for `CNC[C@@H]1Oc2ccc(NC(=O)Nc3ccc(C(F)(F)F)cc3)cc2C(=O)N([C@H](C)CO)C[C@H]1C`?
STK33 inh: 2.5

What do the screens show for `COc1ccc(NC(=O)CSc2nc(-c3cccs3)cc(-c3ccsc3)c2C#N)cc1OC`?
STK33 inh: 3.6; p53 PUMA act: -90.0

How did COc1ccc(NC(=O)CSc2nc3c(c(C(F)(F)F)c2C#N)CCC3)c(OC)c1 do in these assays?
STK33 inh: 6.3; p53 PUMA act: -1.9

What do the screens show for `Cc1noc(C)c1NC(=O)N(C)C[C@H]1Oc2ccc(NC(=O)Cn3cnnn3)cc2C(=O)N([C@H](C)CO)C[C@H]1C`?
p53 PUMA act: -3.0

Results for C[C@@H]1CCCCO[C@H](CN(C)S(=O)(=O)c2cccs2)[C@@H](C)CN([C@H](C)CO)C(=O)c2cc(NC(=O)c3ccncc3)ccc2O1 ?
STK33 inh: -2.0

Results for C[C@@H]1CCCCO[C@@H](CN(C)S(=O)(=O)c2ccccc2)[C@@H](C)CN([C@@H](C)CO)C(=O)c2cc(NC(=O)C3CCCCC3)ccc2O1 ?
p53 PUMA act: -11.7

How did CCCCCC[C@H](O)[C@@H]1C[C@@H](O)C2=C(O1)[C@@H](O)CCC2=O do in these assays?
STK33 inh: -0.1; p53 PUMA act: -8.4

What do the screens show for `C[C@H]1CN([C@@H](C)CO)C(=O)c2cc(NC(=O)Nc3ccccc3)ccc2O[C@H]1CN(C)Cc1ccccc1`?
STK33 inh: 1.9

How did Cn1c(SCC(=O)Nc2ccccc2Cl)nnc1-c1ccc(Br)cc1 do in these assays?
STK33 inh: 2.1; p53 PUMA act: -4.4

How did CCn1c(SCC(=O)c2ccc(Br)cc2)nnc1-c1ccncc1 do in these assays?
STK33 inh: -0.2; p53 PUMA act: 10.1

Results for Oc1ccccc1C1=Nc2ccccc2N=C(c2ccc(Cl)cc2)C1 ?
p53 PUMA act: 6.4

What do the screens show for `C[C@@H]1CCCCO[C@H](CN(C)C)[C@H](C)CN([C@H](C)CO)C(=O)c2cc(NS(=O)(=O)c3ccc(Cl)cc3)ccc2O1`?
p53 PUMA act: 2.6

Results for O=C(CSc1nc(O)cc(=O)n1-c1ccccc1F)Nc1ccc(Cl)cc1Cl ?
STK33 inh: 0.1; p53 PUMA act: -7.2

What do the screens show for `OC(CCCN1CCCCC1)(c1ccccc1)c1ccccc1`?
STK33 inh: 1.5; p53 PUMA act: 3.0

What do the screens show for `CNC[C@H]1Oc2ccc(NS(=O)(=O)c3cn(C)cn3)cc2CC(=O)N([C@H](C)CO)C[C@@H]1C`?
p53 PUMA act: -3.8

Results for CC(=O)c1ccc(NC(=O)COc2ccccc2C(=O)Nc2sc3c(c2C#N)CCCC3)cc1 ?
STK33 inh: -12.5; p53 PUMA act: 14.3

What do the screens show for `O=C(CN1C(=O)c2cccc3cccc1c23)Nc1cccnc1`?
STK33 inh: 3.1; p53 PUMA act: -16.8

Results for CCCNC(=O)N(C)C[C@@H]1Oc2cc(C#C[C@@H](C)O)ccc2S(=O)(=O)N([C@@H](C)CO)C[C@H]1C ?
p53 PUMA act: 4.2

How did CC(C)NC(=O)Nc1ccc2c(c1)CC(=O)N([C@@H](C)CO)C[C@@H](C)[C@@H](CN(C)Cc1ccc(C(=O)O)cc1)O2 do in these assays?
STK33 inh: 0.8

What do the screens show for `C[C@H]1CN([C@@H](C)CO)C(=O)c2cc(C#CCN(C)C)cnc2O[C@@H]1CN(C)Cc1ccncc1`?
p53 PUMA act: 5.3

How did C[C@@H]1CN([C@H](C)CO)C(=O)Cc2cc(N(C)C)ccc2O[C@H]1CN(C)S(=O)(=O)c1cn(C)cn1 do in these assays?
STK33 inh: -0.4; p53 PUMA act: 6.0

Results for COc1ccc(C2CC(=O)c3ccccc3O2)cc1 (configuration not stated) ?
STK33 inh: -0.9

How did C[C@@H]1CN([C@H](C)CO)C(=O)c2cc(C#CC(C)(C)O)cnc2O[C@H]1CN(C)Cc1cccc(C(=O)O)c1 do in these assays?
p53 PUMA act: -1.2

How did CCN(CC(=O)Nc1cccc(C(F)(F)F)c1)S(=O)(=O)c1ccc(C)cc1 do in these assays?
STK33 inh: -3.0; p53 PUMA act: -0.2

How did C[C@@H]1CN([C@@H](C)CO)C(=O)Cc2cc(NS(=O)(=O)c3ccc(F)cc3)ccc2O[C@@H]1CN(C)S(=O)(=O)c1cccs1 do in these assays?
STK33 inh: 3.1

How did O=C(C[C@H]1C[C@@H]2c3cc(NC(=O)c4ccc5c(c4)OCO5)ccc3O[C@@H]2[C@@H](CO)O1)NCCN1CCCCC1 do in these assays?
p53 PUMA act: 13.6

Results for COc1ccc(NC(=O)N(C)C[C@H]2Oc3ccc(NC(=O)Nc4ccc5c(c4)OCO5)cc3CC(=O)N([C@@H](C)CO)C[C@@H]2C)cc1 ?
STK33 inh: 0.6

Results for CCOC(=O)CSc1ncnc2scc(-c3ccc(Cl)cc3)c12 ?
STK33 inh: 2.4; p53 PUMA act: -14.0

Results for CCOc1ccccc1NC(=O)CSc1ncnc2sc(C)c(C)c12 ?
STK33 inh: 2.4; p53 PUMA act: 6.9

How did CC(C)N(CCC#N)S(=O)(=O)c1ccccc1[N+](=O)[O-] do in these assays?
STK33 inh: 1.2; p53 PUMA act: 0.6

Results for CC(C)(C)c1ccc(C(=O)Nc2nonc2-c2nc3ccccc3[nH]2)cc1 ?
STK33 inh: 2.9; p53 PUMA act: -12.6

Results for COc1ccc(S(=O)(=O)N(C)C[C@@H]2Oc3ncc(-c4cccc(F)c4)cc3C(=O)N([C@H](C)CO)C[C@@H]2C)cc1 ?
STK33 inh: -0.2

Results for C[C@@H]1CN([C@H](C)CO)C(=O)c2cc(NC(=O)Nc3cccc4ccccc34)ccc2O[C@H]1CN(C)Cc1ccc(Cl)c(Cl)c1 ?
STK33 inh: 4.1

Results for O=C1c2ccccc2C(=O)N1Cc1nc(-c2ccccn2)no1 ?
STK33 inh: 5.7; p53 PUMA act: 4.6

How did Cc1noc(C)c1NC(=O)Nc1ccc2c(c1)CC(=O)N([C@@H](C)CO)C[C@H](C)[C@@H](CN(C)C(=O)Nc1ccc(F)cc1)O2 do in these assays?
STK33 inh: -2.0

Results for C[C@@H]1CN([C@H](C)CO)C(=O)c2cc(NC(=O)Nc3ccccc3)ccc2O[C@@H]1CN(C)S(=O)(=O)c1ccc(Cl)cc1 ?
STK33 inh: 4.9

What do the screens show for `COc1ccccc1S(=O)(=O)N(C)C[C@H]1OCc2cnnn2CCCC(=O)N([C@@H](C)CO)C[C@@H]1C`?
STK33 inh: inconclusive

How did O=C(COc1ccc(F)cc1)Nc1sc2c(c1C(=O)NC1CCS(=O)(=O)C1)CCCC2 (configuration not stated) do in these assays?
STK33 inh: 0.0; p53 PUMA act: 6.2

Ordered by formula weight (falling): part of the list above
Results for C[C@@H]1CN([C@H](C)CO)C(=O)c2cc(NC(=O)Nc3cccc4ccccc34)ccc2O[C@H]1CN(C)Cc1ccc(Cl)c(Cl)c1 ?
STK33 inh: 4.1

Results for COc1ccc(S(=O)(=O)N(C)C[C@@H]2Oc3ncc(-c4cccc(F)c4)cc3C(=O)N([C@H](C)CO)C[C@@H]2C)cc1 ?
STK33 inh: -0.2

Results for CCOc1ccccc1NC(=O)CSc1ncnc2sc(C)c(C)c12 ?
STK33 inh: 2.4; p53 PUMA act: 6.9

How did CC(C)N(CCC#N)S(=O)(=O)c1ccccc1[N+](=O)[O-] do in these assays?
STK33 inh: 1.2; p53 PUMA act: 0.6

Next section
Results for Cc1noc(C)c1NC(=O)Nc1ccc2c(c1)C(=O)N([C@H](C)CO)C[C@@H](C)[C@H](CN(C)S(=O)(=O)c1ccc(F)cc1)O2 ?
STK33 inh: -0.4; p53 PUMA act: 13.1

Results for COc1cccc(S(=O)(=O)N(C)C[C@@H]2Oc3ncc(C#Cc4ccc(OC)c(OC)c4)cc3C(=O)N([C@H](C)CO)C[C@@H]2C)c1 ?
STK33 inh: 5.5

Results for NC(=O)CSc1oc(-c2ccccc2)nc1S(=O)(=O)c1ccccc1 ?
STK33 inh: 1.8; p53 PUMA act: -3.5

Results for CC(C)NC(=O)Nc1ccc2c(c1)C(=O)N([C@H](C)CO)C[C@H](C)[C@H](CN(C)C(=O)Nc1ccc(F)cc1)OCCCC[C@@H](C)O2 ?
STK33 inh: -0.1

How did COc1ccc(C(=O)Nc2cc(C)ccc2NC(=O)COc2ccccc2)cc1 do in these assays?
STK33 inh: 14.0; p53 PUMA act: 28.0

How did Cn1c(=O)c2c(nc(N3CCOCC3)n2CCCN)n(C)c1=O do in these assays?
STK33 inh: -1.2; p53 PUMA act: 2.1

What do the screens show for `C[C@H](CO)N1C[C@H](C)[C@@H](CN(C)C(=O)Cc2ccccc2)OCCCC[C@H](C)Oc2ccc(NC(=O)Nc3ccccc3)cc2C1=O`?
p53 PUMA act: -8.4

How did C[C@@H]1CN([C@H](C)CO)C(=O)Cc2cc(NC(=O)Nc3ccc(F)cc3)ccc2O[C@H]1CN(C)Cc1ccc(C(F)(F)F)cc1 do in these assays?
STK33 inh: 1.9

Results for CC(C)NC(=O)Nc1cccc2c1O[C@H](CN(C)Cc1ccc(C(F)(F)F)cc1)[C@H](C)CN([C@H](C)CO)C2=O ?
p53 PUMA act: 3.4

What do the screens show for `O=C(CSc1n[nH]c(-c2ccccc2)n1)Nc1ccc(Br)cc1`?
STK33 inh: -0.3; p53 PUMA act: 9.7

Results for COc1ccc(C#Cc2ccc3c(c2)[C@]2(C(=O)N3)[C@H](c3ccc(OCCO)cc3)N3[C@H](c4ccccc4)[C@H](c4ccccc4)OC(=O)[C@H]3[C@@H]2C(=O)N2CCN(c3ncccn3)CC2)cc1 ?
STK33 inh: 12.1

How did COc1cccc(NC(=O)c2cc([N+](=O)[O-])ccc2NC(=O)CN2CCCCCC2)c1 do in these assays?
STK33 inh: -1.3; p53 PUMA act: -16.6

Results for CC[C@H](C)C(=O)O[C@H]1CCC=C2C=C[C@H](C)[C@H](CC[C@@H]3C[C@@H](O)CC(=O)O3)[C@H]21 ?
p53 PUMA act: -26.5

What do the screens show for `C[C@@H]1CCCCO[C@@H](CN(C)C(=O)NC2CCCCC2)[C@@H](C)CN([C@H](C)CO)C(=O)c2cc(NC(=O)c3ccccc3)ccc2O1`?
STK33 inh: -0.4

How did COC(=O)c1cc(OC)c(OC)cc1NC(=O)C(C)Oc1ccc(C(C)(C)C)cc1 (configuration not stated) do in these assays?
STK33 inh: -0.3; p53 PUMA act: -37.9

What do the screens show for `C[C@H](CO)N1C[C@H](C)[C@H](CN(C)S(=O)(=O)c2ccc(-c3ccccc3)cc2)OCc2cnnn2CCCC1=O`?
STK33 inh: -0.2

What do the screens show for `C[C@H]1CCCCO[C@@H](CN(C)S(=O)(=O)c2ccccc2)[C@@H](C)CN([C@@H](C)CO)C(=O)c2cc(NC(=O)Cc3ccccc3)ccc2O1`?
p53 PUMA act: -27.6

What do the screens show for `COC(=O)c1cc(C(=O)OC)cc(-n2c(C)cc(C(=O)CSc3nc(C)cc(C)c3C#N)c2C)c1`?
STK33 inh: -6.6; p53 PUMA act: 2.5

How did CC1=NNC(=O)C1Oc1ccc(Cl)cc1Cl (configuration not stated) do in these assays?
STK33 inh: -5.2

Results for Cn1c(=O)c2c(nc(SCC(N)=O)n2Cc2ccccc2F)n(C)c1=O ?
STK33 inh: -6.3; p53 PUMA act: 8.6

How did O=C(NCC1CCCO1)C1CC(c2ccccc2O)=NO1 (configuration not stated) do in these assays?
STK33 inh: 1.1; p53 PUMA act: 11.9
